Assay outcomes: PubChem BioAssay, National Center for Advancing Translational Sciences (NCATS)
RGS4 inhibitor = inhibitors of human regulator of G protein signaling 4; P49798; Transcreener GDP fluorescence polarization, RGS4-accelerated GTP hydrolysis; Potency, µM (highest dose often 114 µM), for the others: at the top dose activity change, negative = inhibition, usual class: inhibitors; 390,000 compounds, 0.039% hits; AID 504845; further: potency means the concentration at half of the fitted maximal effect; on the % scale 0 is the no-effect control and ±100 the full control effect; nearly all actives have a fitted effect of over 75% in size; some results filed as inactive show a strong effect at the top dose
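MLSMR compounds (23 nl, pin-transferred) preincubated 10 min at room temperature with a 500nM (2x) first reagent, then RGS4 at 900nM (2x) plus Transcreener GDP mix added; fluorescence polarization (620/688 nm) read before and after 90 min at 30 °C.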
G9a inh = blocks human histone lysine methyltransferase G9a; Q96KQ7; G9a H3K9 monomethylation, AlphaScreen, 2 h; Potency, µM (highest dose often 102 µM), for the others: top-dose activity, negative = inhibition, hits mostly inhibitors; 350,000 compounds, 8.8% hits; AID 504332; further: potency means the concentration at half of the fitted maximal effect; on the % scale 0 is the no-effect control and ±100 the full control effect; nearly all actives have a fitted effect of over 75% in size
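AlphaScreen detection with an anti-monomethyl H3K9 antibody quantified product after a 2 h room-temperature reaction containing 500 nM biotinylated H3K9 peptide, 20 µM SAM and 20 nM enzyme, which had been preincubated 15 min with compound.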
PI4K2A inh = PI4K2A (human) kinase inhibition. Q9BTU6. purified PI4K2A, ADP-Glo luminescence, 1 h; stronger effect = lower value. activity change, negative = inhibition, % at 76.9 µM. 420,000 compounds, 0.13% hits. AID 1346378; in the data active means activity change below about -50%; inconclusive means mostly about -30% to -49%;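 further: -100% = wells without enzyme as full effect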
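ADP-Glo luminescence measured ADP generated by PI4K2A enzyme (4 ug/mL before mixing) with 1.2 mM PI substrate (pre-mix) and 300 microM ATP (pre-mix). Tris pH7.5 buffer with MgCl2, Triton X-100; 1 h reaction at ambient temperature.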
JMJD2A Tudor = inhibitors of human JMJD2A Tudor domain. AlphaScreen JMJD2A-Tudor / H3K4me3 peptide binding. AID 504339. 390,000 compounds, 4.4% hits. Potency, µM (highest dose often 114 µM), inactives show top-dose activity change, negative = inhibition, actives largely listed as inhibitors; further: potency means the concentration at half of the fitted maximal effect; on the % scale 0 is the no-effect control and ±100 the full control effect; nearly all actives have a fitted effect of over 50% in size
Target sequence (O75164 whole entry, looked up, the tested form may be a part): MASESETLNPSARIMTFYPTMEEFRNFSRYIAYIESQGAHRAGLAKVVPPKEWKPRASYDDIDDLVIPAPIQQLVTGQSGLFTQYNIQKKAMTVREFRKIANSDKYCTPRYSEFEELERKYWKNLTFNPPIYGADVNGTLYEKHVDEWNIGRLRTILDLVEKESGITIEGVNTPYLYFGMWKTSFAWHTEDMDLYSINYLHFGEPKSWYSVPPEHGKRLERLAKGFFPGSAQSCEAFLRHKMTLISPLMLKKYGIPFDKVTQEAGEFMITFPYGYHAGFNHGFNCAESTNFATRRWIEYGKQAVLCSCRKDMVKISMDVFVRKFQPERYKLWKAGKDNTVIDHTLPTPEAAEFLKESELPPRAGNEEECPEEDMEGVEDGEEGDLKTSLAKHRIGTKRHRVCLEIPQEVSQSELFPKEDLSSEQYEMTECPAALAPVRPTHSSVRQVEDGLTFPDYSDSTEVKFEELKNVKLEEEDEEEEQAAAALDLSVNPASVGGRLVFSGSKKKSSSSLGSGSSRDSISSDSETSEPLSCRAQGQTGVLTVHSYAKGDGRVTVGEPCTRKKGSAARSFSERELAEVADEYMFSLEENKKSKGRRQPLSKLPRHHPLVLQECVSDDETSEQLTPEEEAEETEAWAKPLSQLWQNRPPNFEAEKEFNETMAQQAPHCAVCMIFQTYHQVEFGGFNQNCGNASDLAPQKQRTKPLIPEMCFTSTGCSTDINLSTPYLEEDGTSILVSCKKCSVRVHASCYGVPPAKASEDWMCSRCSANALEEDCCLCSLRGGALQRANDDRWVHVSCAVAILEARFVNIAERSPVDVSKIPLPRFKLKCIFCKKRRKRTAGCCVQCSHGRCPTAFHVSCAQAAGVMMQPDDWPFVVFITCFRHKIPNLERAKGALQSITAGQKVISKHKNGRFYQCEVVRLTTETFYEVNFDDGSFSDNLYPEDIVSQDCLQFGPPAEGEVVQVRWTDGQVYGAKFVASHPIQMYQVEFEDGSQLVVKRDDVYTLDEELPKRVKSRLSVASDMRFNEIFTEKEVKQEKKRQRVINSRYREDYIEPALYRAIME
HP1b chromo inh = blocks HP1-beta chromodomain binding to methylated histone tails; P83916; AlphaScreen HP1-beta / biotin-H3K9me3 peptide binding; Potency, µM (series often up to 114 µM), for inactives: at the highest dose activity change, negative = inhibition, usual class: inhibitors; 390,000 compounds, 0.56% hits; AID 540317; further: potency means the concentration at half of the fitted maximal effect; nearly all actives have a fitted effect of over 70% in size; inactives centre near 23
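HP1-beta protein (50 nM final) preincubated 30 min at room temperature with biotinylated H3(1-18)K9me3 peptide (50 nM) in PBS pH 7.4, 0.01% Tween-20, then compound added for 30 min. AlphaScreen streptavidin donor/nickel chelate acceptor beads (10 ug/mL final), 30 min dark, luminescence read.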
ERG Ets-DNA blk = inhibitors of human ERG Ets domain-DNA interaction. P11308. fluorescence polarization, His-ERG Ets domain / labelled DNA. Potency, µM (highest dose often 76.9 µM), for the others: top-dose FP activity, negative = inhibition, most hits filed as inhibitors. 370,000 compounds, 0.028% hits. AID 624246; active means well fitted inhibition curve with a large enough effect in the polarisation, with a control signal flat; inconclusive means small, poorly fitted or top-dose-only effect, or effect the other way, or a change in a side signal; inactive means no such curve, though single readings can be large or run the other way; the % refers to the polarisation;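 further: polarization taken with two DNA probes labelled with fluorescein and Texas red; potency means the concentration at half of the fitted maximal effect; % of control where 0% means no effect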
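His-tagged ERG Ets domain (1 uM in the protein solution; 300mM KCl, 50mM Tris-HCl, 1mM EDTA, 1mM DTT, pH 7.5) received compound, then a probe mix of 5 nM fluorescein-DNA and 100nM Texas-615-DNA. Fluorescence polarization was read for both dyes.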
GLS inhibitor = blocks human kidney-isoform glutaminase activity. GLS enzymatic activity, qHTS titration. AID 624170. Potency, µM (titrated, usually from 45.5 µM), for the others: at the highest dose activity change, negative = inhibition, most hits filed as inhibitors. 410,000 compounds, 0.21% hits; further: potency means the concentration at half of the fitted maximal effect; on the % scale 0 is the no-effect control and ±100 the full control effect
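hKGA in 45 mM KH2PO4 (pH 8.2), 0.02% Tween-20 with compound, then 1mM L-Glutamine (stock as added) plus glutamate oxidase/HRP/Amplex red coupling mix. Fluorescence read initially and after 30 min at RT; signal change reflects glutamate formation.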
ALOX12 inh = ALOX12 (human) lipoxygenase inhibition; P18054; purified 12hLO, xylenol orange hydroperoxide absorbance; Potency, µM (titrated, usually from 108 µM), for the others: at the highest dose activity change, negative = inhibition, usual class: inhibitors; 580,000 compounds, 1.1% hits; AID 1671190; further: potency means the concentration at half of the fitted maximal effect; on the % scale 0 is the no-effect control and ±100 the full control effect
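Purified human 12hLO at 150 nM in 25 mM Hepes, 0.01% Triton X-100, pH 7.0, preincubated 15 min at room temperature with compound. Reaction started with 40 uM arachidonic acid, 30 min at room temperature. Hydroperoxide measured by Fe-xylenol orange, 573/405 nm absorbance ratio.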
BAZ2B inh = inhibitors of human BAZ2B bromodomain; AlphaScreen BAZ2B-H3K14Ac peptide displacement; Potency, µM (series often up to 114 µM), for the others: at the highest dose activity change, negative = inhibition, most hits filed as inhibitors; 360,000 compounds, 4.4% hits; further: potency means the concentration at half of the fitted maximal effect; on the % scale 0 is the no-effect control and ±100 the full control effect; nearly all actives have a fitted effect of over 60% in size
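AlphaScreen luminescence quantifies BAZ2B engagement of H3K14Ac peptide; the protein and biotinylated peptide are both at 50 nM final, buffer PBS pH 7.4 with 0.01% Tween-20, all steps at room temperature.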
* hit, by the source's call; ? = inconclusive; · = not tested or not shown; & = joins results of further samples; [ ] = dose if it differs, or a comment. Unless noted, the call rests on the fitted dose curve; in most records, active means well fitted curve in the direction sought with a large enough effect; inconclusive means small, poorly fitted or top-dose-only effect, or another doubt; inactive means no such curve, though single readings can be large; an effect the other way counts as inactive or inconclusive. The list is partial. The share of hits here may be higher or lower than overall.

nr	molecule	RGS4 inhibitor	G9a inh	PI4K2A inh	JMJD2A Tudor	HP1b chromo inh	ERG Ets-DNA blk	GLS inhibitor	ALOX12 inh	BAZ2B inh
1	Cc1ccccc1N(CC(=O)N/N=C/c1ccccc1Cl)C(=O)c1ccccc1	30%	?	-2	-6%	34%	-6%	-1%	-20%	10%
2	COc1ccccc1NS(=O)(=O)c1cccc(C(=O)NN=C2CCCCCC2)c1	13%	30%[59 µM]	-4	-34%	12%	3%	25%	8%	5%
3	COc1ccc(NC(=S)NNC(=O)COc2ccc(Cl)cc2Cl)cc1	-16%	20µM*	4	?	-26%	5%	12%	?	-30%
4	COc1cccc(NC(=O)N(Cc2ccco2)C(C)c2cccs2)c1 (stereo not drawn)	-7%	-50%	0	-25%	-6%	-9%	14%	21%	-25%
5	CNc1nc(-c2ccccc2)nc(-c2ccc(OC)cc2)c1C#N	6%	1%	-1	-3%	34%	2%	-6%	-10%	-4%
6	O=C(CSc1nc2ccccc2c(=O)[nH]1)Nc1ccc(N2CCOCC2)cc1	-30%	88%[activator]	-11	-6%	25%	-5%	4%	-3%	-1%
7	CCN(c1ccc(OC)cc1)S(=O)(=O)c1ccc2c(c1)CCN2C(=O)CCC(=O)O	24%	16%[12.7 µM]	-2	-7%	7%	5%	6%	-11%	10%
8	CCc1ccc(NCc2cc3cc4c(cc3n(CC(=O)Nc3ccccc3Cl)c2=O)OCO4)cc1	-10%	?	-2	-33%	-10%	2%	?	40%[activator]	?
9	NC(=O)CCn1c2ccccc2c2ccccc21	-20%	?	11	-13%	20%	-2%	-2%	-1%	-22%
10	O=C(O)C1CCCN1C(=O)NC1CCCCC1 (stereo not drawn)	-11%	·	-3	5%	38%	3%	-1%	21%	12%
11	CCOC(=O)Cn1cc(/C=C(/C#N)C(=O)NC(C)C)c2ccccc21	7%	?	-3	-9%	47%[activator]	-4%	-2%	6%	-20%
12	Cc1cc(C)cc(NC(=O)CCCc2nc(-c3ccco3)no2)c1	14%	-30%[59 µM]	-1	-13%	28%	1%	2%	-23%	-6%
13	CSCCC(NC(N)=O)C(=O)NCc1ccc(Cl)cc1 (stereo not drawn)	9%	?	1	-17%	8%	2%	17%	?	28%
14	CCCCC(=O)NC(Nc1cc(C)ccn1)(C(=O)OCC)C(F)(F)F (stereo not drawn)	-4%	-21%	-2	?	38%	8%	13%	?	5%
15	CCCN(CCC)c1nn2c(=O)c(C(=O)NCc3cc(Br)ccc3OC)cnc2s1	2%	9%[59 µM]	0	-19%	-20%	1%	-10%	-23%	-12%
16	Cc1ccc(OCCNC(=O)CN2C(=O)NC3(CCCC3)C2=O)cc1	-1%	19%[2.33 µM]	1	-18%	-7%	2%	-5%	-6%	9%
17	Cc1cc(C)cc(NC(=O)/C(C#N)=C/c2cn(CC(=O)NCc3ccco3)c3ccccc23)c1	16%	15%[59 µM]	-5	-11%	19%	8%	5%	-25%	-6%
18	CCN=C(NCC)SC1CC(=O)N(c2cccc(OCC)c2)C1=O (stereo not drawn)	-15%	8%[59 µM]	-9	-8%	23%	-2%	-8%	372%[activator]	28%
19	Cc1onc(-c2ccccc2)c1C(=O)NCCSCc1ccco1	-8%	·	4	-23%	4%	-5%	7%	0%	·
20	O=C(OCC(=O)N1CCN(c2ccccc2)CC1)C1CCCN1S(=O)(=O)c1ccc(Cl)cc1 (stereo not drawn)	-5%	3%	1	-21%	10%	-2%	13%	?	11%
21	CCOC(=O)C1CCN(C(=O)CCNC(=O)c2cc(OC)c(OC)c(OC)c2)CC1	37%	?	5	-6%	12%	1%	4%	2%	6%
22	COCCn1cnc2c1c(=O)n(Cc1cc(C(C)=O)ccc1OC)c(=O)n2Cc1ccccc1	-7%	-35%	-1	-6%	22%	14%	-1%	2%	1%
23	CCOC(=O)N1CCN(C2CC(=O)N(c3ccccc3)C2=O)CC1 (stereo not drawn)	-12%	?	3	-11%	35%	2%	0%	-2%	14%
24	CC(OC(=O)CCN=C1NS(=O)(=O)c2ccccc21)C(=O)N(C)C1CCCCC1 (stereo not drawn)	11%	3%	-4	-3%	39%	-3%	-1%	3%	-3%
25	COc1ccccc1OCC(=O)Nc1ccccc1C(=O)N1CCCCC1	4%	20%	-4	1%	32%	6%	5%	9%	-16%
26	CCOC(=O)/C(C#N)=C/Nc1cc(F)ccc1C	11%	-22%	9	-11%	11%	-8%	0%	141%[activator]	-2%
27	Cc1nsc(Nc2ccccc2)c1C#N	-24%[56.9 µM]	-47%	-3	4%	25%	-7%	3%	-5%	-9%
28	CN(C)CCCNC(=O)c1cc(C(=O)c2ccc(F)cc2)c[nH]1	-5%	-7%	2	0%	?	0%	-6%	-1%	-8%
29	Cc1cn(C2CCCCO2)c(=O)nc1NO (stereo not drawn)	-14%	·	-2	89µM*	14%	·	25%	-15%	·
30	CC(=O)N(c1c(C)n(C)n(-c2ccccc2)c1=O)C1(C(=O)NC2CCCCC2)CCCCC1	26%	6%[59 µM]	-4	1%	14%	-2%	13%	15%	3%

Marked active in JMJD2A Tudor (from the list above):
nr	molecule	RGS4 inhibitor	G9a inh	PI4K2A inh	JMJD2A Tudor	HP1b chromo inh	ERG Ets-DNA blk	GLS inhibitor	ALOX12 inh	BAZ2B inh
29	Cc1cn(C2CCCCO2)c(=O)nc1NO (stereo not drawn)	-14%	·	-2	89µM*	14%	·	25%	-15%	·

More records.
nr	molecule	RGS4 inhibitor	G9a inh	PI4K2A inh	JMJD2A Tudor	HP1b chromo inh	ERG Ets-DNA blk	GLS inhibitor	ALOX12 inh	BAZ2B inh
31	c1ccc(SCCCCN2CCOCC2)cc1	21%	14%	-1	-13%	14%	-2%	2%	-14%	-23%
32	CN(C)CCN1C(=O)C(O)=C(C(=O)c2cc3ccccc3o2)C1c1cccc(Br)c1 (stereo not drawn)	25%	-12%	-3	-30%	7%	11%	25%	-3%	-8%[57.1 µM]
33	COc1ccccc1NC(=O)CCSc1nnnn1C	-30%	-10%	4	-12%	31%	0%	-2%	0%	1%
34	COc1ccc(S(=O)(=O)NC2CC(=O)N(c3ccccc3)C2)cc1C (stereo not drawn)	-17%	-33%	-7	-24%	31%	-4%	-10%	3%	2%
35	COc1ccc(CNC(=O)CN2C(=O)CCn3nc(-c4cn(C)c5ccccc45)cc32)cc1	-24%	-7%[59 µM]	0	-30%	8%[57 µM]	-2%	-7%	-23%	-24%
36	CCOCCc1nnc(NC(=O)C2CCN(C(=O)c3ccco3)CC2)s1	3%	-3%	-21	-1%	-24%	-10%	-1%	0%	2%
37	Cc1cc(C)c(C)c(S(=O)(=O)NCC(=O)Nc2ccc(F)cc2)c1C	-27%	19%[12.7 µM]	-2	-8%	39%	20%	0%	-21%	-2%
38	Cc1onc(-c2ccccc2)c1C(=O)NNC(=S)NC(=O)/C=C/c1cccs1	4%	13µM*	0	-22%	2%	6%	17%	?	7%
39	CCN(C(=O)CSc1nc2ccc(OC)cc2[nH]1)C1CCS(=O)(=O)C1 (stereo not drawn)	-17%	-1%[12.7 µM]	0	-6%	15%	-3%	0%	-13%&-20%	11%
40	O=C(c1cc(Br)ccc1OC(F)F)N1CCN2CCCC2C1 (stereo not drawn)	-5%	-2%[2.33 µM]	-2	-1%	34%[activator]	-17%	-2%	432%[activator]	6%
41	CCCCC(=O)N(Cc1nc2sc(C)c(C)c2c(=O)[nH]1)C1CCCC1	15%	·	6	-17%	13%	-3%	0%	-1%	-33%
42	C/C(=N/NS(=O)(=O)c1cccc([N+](=O)[O-])c1)c1ccc2c(c1)OCO2	22%	32µM*	-7	-5%	20%	11%	26%	1%	-38%
43	Cc1ccc(-c2c(C(=O)N/N=C/c3c[nH]c4ccccc34)nnn2-c2nonc2N)cc1	?	44%[59 µM]	-4	-10%	33%	-1%	15%	8%	-26%
44	CC(=O)N(Cc1ccccc1)Cc1cn(CCC#N)nc1-c1cccc([N+](=O)[O-])c1	20%	-26%	-1	-11%	13%	-1%	-1%	-12%	-29%
45	CCCCN(C(=S)NC(=O)c1cc(OC)c(OC)c(OC)c1)c1c(N)n(Cc2ccccc2)c(=O)[nH]c1=O	4%	-10%[59 µM]	1	-31%	25%	1%	-10%	-25%	-2%
46	CCOC(=O)N1CCN(C(=O)C2CCN(C(=O)Nc3ccccc3)CC2)CC1	-23%	·	-23	-11%	28%	9%	-1%	1%	·
47	COc1ccc(-c2nc(NC(=O)C3CC(=O)N(Cc4ccco4)C3)sc2C)cc1 (stereo not drawn)	-13%	-9%[2.33 µM]	-10	?	-17%	-6%	6%	?	?
48	CC(=O)C1=C(O)C(=O)N(c2ccc(O)cc2)C1c1cccc([N+](=O)[O-])c1 (stereo not drawn)	-20%	50µM*	-2	-7%	22%	-5%	24%	0%	4%
49	CC1(c2ccccc2)NC(=O)N(CC(=O)Nc2ccccc2N2CCCC2)C1=O (stereo not drawn)	-49%	?	0	-22%	7%	3%	25%	-19%	-35%
50	CCc1cccc(OCC(=O)Nc2ccc(S(=O)(=O)Nc3ccccn3)cc2)c1	-4%	·	-3	-14%	35%	10%	-3%	-1%	?
